Source: PubChem
ASAP1 GAP inh: inhibitors of human ASAP1 ArfGAP activity, primary screen, biochemical, fluorescence polarization. Arf-GAP with SH3 domain, ANK repeat and PH domain-containing protein 1 (Homo sapiens), …. ASAP1-stimulated ARF1 GTP hydrolysis, GDP FP detection. inhibition, % at 16.5 µM. actives 0.19% (n = 360,000). AID 624377, 2012; in the data active means inhibition above about 25%;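 further: 0% = vehicle with enzyme and substrate and 100% = no enzyme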
Target sequence (Q9ULH1 325-724 limits assumed): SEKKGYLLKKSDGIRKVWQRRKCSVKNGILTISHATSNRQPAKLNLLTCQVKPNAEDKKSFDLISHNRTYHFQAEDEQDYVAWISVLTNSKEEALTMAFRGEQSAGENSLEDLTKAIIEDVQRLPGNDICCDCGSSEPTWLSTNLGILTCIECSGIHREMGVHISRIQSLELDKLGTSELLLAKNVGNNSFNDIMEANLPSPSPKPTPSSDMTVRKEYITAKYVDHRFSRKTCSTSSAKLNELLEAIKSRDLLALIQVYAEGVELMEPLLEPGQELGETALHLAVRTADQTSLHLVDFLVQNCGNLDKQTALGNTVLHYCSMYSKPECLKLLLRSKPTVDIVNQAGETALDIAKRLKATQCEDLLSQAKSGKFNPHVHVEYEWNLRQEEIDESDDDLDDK
PLCg1 inh: PLC-gamma1 enzyme inhibitors, primary screen, biochemical, fluorescence, purified enzyme. 1-phosphatidylinositol 4,5-bisphosphate phosphodiesterase gamma-1 (Homo sapiens), P19174. AID 720700, 2013. actives 0.84% (n = 370,000). fluorogenic substrate. inhibition, % at 12.2 µM; in the data active means inhibition above about 9.5%
ARFGAP1 inhibitor: inhibitors of rat ARFGAP1 GAP activity, primary screen, biochemical, fluorescence polarization, GDP tracer; actives 0.26% (n = 360,000); AID 651572, 2012; ADP-ribosylation factor GTPase-activating protein 1 (Rattus norvegicus), Q62848; inhibition, % at 16.5 µM; Arfgap1-stimulated ARF1 GTP hydrolysis, GDP FP detection;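 active means inhibition above a per-plate limit, mean inhibition of low control wells plus 3 SD, cut at about 25% in these data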;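 further: 0% = DMSO wells with enzyme and 100% = wells lacking Arfgap1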
Target sequence (Q62848 1-136 limits assumed): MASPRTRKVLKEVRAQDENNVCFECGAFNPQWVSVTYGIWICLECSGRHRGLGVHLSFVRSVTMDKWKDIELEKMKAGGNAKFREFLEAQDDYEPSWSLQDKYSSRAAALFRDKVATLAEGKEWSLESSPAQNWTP
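Assay system: Rat Arfgap1 GAP domain (His6, aa 1-136), purified enzyme | Buffer or medium: HEPES 25 mM pH 7.5, NaCl 150 mM, MgCl2, DTT | Schedule: GTP hydrolysis reaction 2 h at 25 °C | Signal: FP of antibody-bound GDP Alexa 633 tracer, ex 620/em 688 nm | Measure: Percent inhibition of Arfgap1-stimulated GTP hydrolysis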
Tn6 DDE FP: inhibitors of Tn6 peptide binding to fibrin DD(E), primary screen, biochemical, fluorescence polarization, human fibrin, Tn6 probe. Fibrinogen beta chain (Homo sapiens), P02675. Fibrin DD(E) TRITC-Tn6 fluorescence polarization displacement. inhibition, % at 8.3 µM. actives 0.21% (n = 370,000);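 active means inhibition above a per-campaign cutoff: mean of compounds within control limits plus 3 SD, cut at about 15% in these data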;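 further: 0% = median of all compound wells on the plate and 100% = blocking peptide control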
Tn7 DDE FP: inhibitors of Tn7 peptide binding to fibrin DD(E), primary screen, biochemical, fluorescence polarization, human fibrin, Tn7 probe; Fibrinogen beta chain (Homo sapiens), P02675; FP displacement of FITC-Tn7 peptide from fibrin DD(E); 0% = median of compound wells per plate; inhibition, % at 8.3 µM; actives 0.13% (n = 370,000);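 active means inhibition above the mean of compounds falling within the control limits plus 3 SD of them, cut at about 14% in these data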;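 further: 0% = plate median of compound wells and 100% = 10 µM Aha-Tn7 peptide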
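Assay system: human fibrin DD(E). Input: DD(E) 2 µM final. Medium: Tris buffer with calcium and detergent, pH 7.8. Compound dosing: single point at 8.3 µM. Timing: 10 min plus 3 h, room temperature. Technique: fluorescence polarization of the labelled Tn7 tracer. Read-out: percent inhibition. Replicates: singlicate testing.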
UHRF1 MBD2 ctr: UHRF1 methylated DNA binding inhibitors, primary screen, counter-screen for MBD2 inhibitor project, biochemical, TR-FRET, human UHRF1, single concentration; E3 ubiquitin-protein ligase UHRF1 (Homo sapiens), Q96T88; UHRF1 binding to methylated oligo; inhibition, % at 4.4 µM; actives 0.75% (n = 370,000); AID 687016, 2013; in the data active means inhibition above about 21%;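 further: UHRF1 SRA domain binding a hemimethylated CpG hairpin DNA probe; 0% = median of test compound wells and 100% = reference inhibitor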
proKLK7 act: proKLK7 zymogen activators, primary screen, biochemical, fluorescence intensity | Kallikrein-7 (Homo sapiens), P49862 | purified proKLK7, EDANS-DABCYL substrate fluorescence; 100% is mature enzyme control, 0% vehicle | activation, % at 7 µM | actives 0.9% (n = 370,000) | AID 652039, 2013;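 active means activation above the mean of all tested compounds plus 3 SD, computed per campaign excluding outliers beyond control limits, cut at about 13% in these data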
NR1D1 modulator: modulators of Rev-erb alpha DNA binding, primary screen, biochemical, FITC-DNA, fluorescence polarization, uHTS; actives 0.79% (n = 370,000); AID 1259318, 2017; Nuclear receptor subfamily 1 group D member 1 (Homo sapiens), P20393; activity, % at 10 µM; Rev-erbα–FITC-DNA binding, 90 min;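 active means activity above about 14%, limit read from the data; passing the limit was not always enough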;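 further: 0% = DMSO wells with 35 nM protein and 100% = DMSO wells with 750 nM protein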
PLCb3 inh: human PLC-beta3 inhibitors, primary screen, biochemical, fluorescence. 1-phosphatidylinositol 4,5-bisphosphate phosphodiesterase beta-3 (Homo sapiens), Q01970. Purified PLC-beta3, fluorogenic substrate. inhibition, % at 12.2 µM. actives 0.18% (n = 370,000); in the data active means inhibition above about 11%;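 further: 0% = median of compound wells on plate and 100% = full blocker control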
HGIII-sPLA2 inh: human group III sPLA2 inhibitors, primary screen, biochemical, QFRET, BODIPY PC-A2 liposome substrate; Group 3 secretory phospholipase A2 (Homo sapiens), Q9NZ20; QFRET BODIPY PC-A2 liposome hydrolysis, fluorescence; inhibition, % at 12.2 µM; actives 0.56% (n = 370,000);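 active means inhibition above mean plus 3 SD of compounds lying within the high and low control bounds, cut at about 19% in these data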;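 further: 0% = median of test compound wells and 100% = no enzyme DMSO wells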
Target sequence (Q9NZ20 whole entry, looked up): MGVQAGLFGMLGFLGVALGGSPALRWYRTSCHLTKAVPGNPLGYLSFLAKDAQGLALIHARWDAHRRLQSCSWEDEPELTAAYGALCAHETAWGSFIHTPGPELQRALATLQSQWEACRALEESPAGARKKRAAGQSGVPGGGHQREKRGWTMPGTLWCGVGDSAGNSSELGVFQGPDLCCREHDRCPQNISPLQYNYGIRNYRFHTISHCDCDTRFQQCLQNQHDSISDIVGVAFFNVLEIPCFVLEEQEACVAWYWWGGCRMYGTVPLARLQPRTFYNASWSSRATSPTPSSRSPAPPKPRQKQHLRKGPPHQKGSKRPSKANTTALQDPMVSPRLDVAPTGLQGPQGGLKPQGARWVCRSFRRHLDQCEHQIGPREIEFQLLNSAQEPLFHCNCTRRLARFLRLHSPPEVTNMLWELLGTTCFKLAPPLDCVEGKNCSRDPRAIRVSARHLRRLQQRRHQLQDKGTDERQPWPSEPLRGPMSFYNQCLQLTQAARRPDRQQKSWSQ
* = called active by the depositor; nt = not tested or not shown. Rows were taken by chance; any-hit rate near 4.5%.

SMILES | ASAP1 GAP inh | PLCg1 inh | ARFGAP1 inhibitor | Tn6 DDE FP | Tn7 DDE FP | UHRF1 MBD2 ctr | proKLK7 act | NR1D1 modulator | PLCb3 inh | HGIII-sPLA2 inh
Cc1cc([N+](=O)[O-])ccc1NCc1ccccc1[N+](=O)[O-] | -4 | 1 | -2 | 7 | 0 | -4 | -0.4 | -3 | 0 | -4
N#Cc1ccc(C(=O)Nc2ccc([N+](=O)[O-])cc2)c(F)c1 | 5 | 8 | -11 | 2 | 4 | 4 | 0.2 | 2 | 6 | 7
O=C(/C=C/c1cccc([N+](=O)[O-])c1)OCC(=O)c1ccccc1 | 3 | 1 | 6 | -9 | -2 | 0 | 0.6 | 1 | 2 | 1
O=C1CCCC2=C1C(c1ccsc1)CC(=O)N2c1ccccc1F (stereo not given) | 2 | 1 | -16 | 4 | 15* | 5 | 0.1 | 3 | -4 | 6
O=C(NC1CCCC1)C(c1ccco1)N(C(=O)c1ccco1)c1ccccc1 (stereo not given) | -1 | -2 | 4 | -1 | 8 | -2 | -0.1 | 2 | -6 | 2
COc1cc2c(cc1OC)CN(CC(=O)NC(=O)NCc1ccco1)CC2 | -1 | -386 | 13 | -6 | 2 | 2 | 48* | -5 | -402 | 2
COc1cc(C2C(C#N)=C(N)OC3=C2C(=O)CC(C)(C)C3)ccc1OCCN1CCOCC1 (stereo not given) | -3 | -4 | 9 | 6 | 6 | 0 | 1.0 | -4 | -7 | -7
O=S(=O)(c1ccccc1)N1CCCC1c1nc2ccccc2s1 (stereo not given) | 2 | 2 | -15 | -2 | -1 | -1 | 0.5 | 1 | 3 | -9
O=C(O)c1ccc(N2C(=O)c3[nH]nc(-c4ccccc4)c3C2c2ccccc2)cc1 (stereo not given) | -7 | -1 | -19 | -3 | 9 | -1 | -0.1 | nt | -5 | -14
O=C(CCc1nnc(Cc2ccc3c(c2)OCO3)o1)NCCc1ccccc1Cl | -2 | 0 | -2 | -3 | -2 | 0 | 0.5 | -6 | -11 | 0
Cc1cc(N2CCN(C(=O)c3ccco3)CC2)n2ncc(-c3ccccc3)c2n1 | -6 | -195 | -9 | -10 | 0 | 2 | 2.3 | 6 | -239 | 0
CC1(C)NC(=O)N(Cc2cc(=O)n3ccsc3n2)C1=O | 3 | -17 | -1 | 1 | -1 | 0 | -0.3 | -9 | -32 | 0

Next part (four carried over from the part before).
SMILES | ASAP1 GAP inh | PLCg1 inh | ARFGAP1 inhibitor | Tn6 DDE FP | Tn7 DDE FP | UHRF1 MBD2 ctr | proKLK7 act | NR1D1 modulator | PLCb3 inh | HGIII-sPLA2 inh
O=C(O)c1ccc(N2C(=O)c3[nH]nc(-c4ccccc4)c3C2c2ccccc2)cc1 (stereo not given) | -7 | -1 | -19 | -3 | 9 | -1 | -0.1 | nt | -5 | -14
O=C(CCc1nnc(Cc2ccc3c(c2)OCO3)o1)NCCc1ccccc1Cl | -2 | 0 | -2 | -3 | -2 | 0 | 0.5 | -6 | -11 | 0
Cc1cc(N2CCN(C(=O)c3ccco3)CC2)n2ncc(-c3ccccc3)c2n1 | -6 | -195 | -9 | -10 | 0 | 2 | 2.3 | 6 | -239 | 0
CC1(C)NC(=O)N(Cc2cc(=O)n3ccsc3n2)C1=O | 3 | -17 | -1 | 1 | -1 | 0 | -0.3 | -9 | -32 | 0
CCc1ccc2oc(C(=O)N3CCN(c4ccc(OC)cc4)CC3)cc(=O)c2c1 | 7 | 0 | 1 | -3 | 8 | 0 | 1.1 | -5 | -6 | -1
CC(C)(C)Nc1nc(-c2ccccn2)nc2ccccc12 | -3 | -1 | 7 | -3 | -7 | -12 | -0.4 | -1 | -9 | 9
CC(C)N(CCO)Cc1nc(C(c2ccccc2)c2ccccc2)no1 | -2 | 1 | 0 | 0 | 0 | 3 | -0.9 | 0 | -7 | 4
COc1ccc(OCc2nnc3n2N=C(c2ccc(Br)cc2)CS3)cc1 | -6 | 1 | 8 | 5 | -7 | -3 | -0.3 | 4 | 3 | -17
COc1ccc(C2=NC(=O)NC2c2ccc(OC)cc2)cc1 (stereo not given) | 2 | -1 | -5 | -2 | 2 | -1 | -0.2 | 3 | -9 | -8
COc1ccc(-n2ncc3c(N4CCN(Cc5ccccc5)CC4)ncnc32)cc1 | 0 | -25 | 6 | -4 | -2 | 9 | 0.7 | -2 | -30 | -8
Cc1c(C(=O)Nc2ccc(S(=O)(=O)Nc3ncccn3)cc2)oc2ccccc12 | -8 | -7 | 1 | -11 | 0 | 5 | -1.3 | -7 | -22 | -6
CCOc1ccc(N(CC(=O)NC2CCCCC2)S(=O)(=O)c2ccc(C)cc2)cc1 | 0 | -1 | 0 | 5 | -1 | 2 | 0.7 | 6 | -1 | 4
CCN(CC)CCN1C2=C(C(=O)CC(C)(C)C2)C(c2cccc(F)c2)C2=C1CC(C)(C)CC2=O | 10 | -290 | 4 | 8 | 10 | 0 | 16* | 1 | -390 | -4
COc1ccc(-n2nc3c(c2NC(=O)COc2ccccc2)CS(=O)(=O)C3)cc1 | -3 | -3 | 12 | -1 | 8 | -1 | -0.1 | 6 | -3 | -1
CC(=O)Nc1c(C(=O)c2ccc(F)cc2)oc2ccccc12 | 3 | 2 | 5 | -3 | 0 | 6 | 0.6 | 6 | -7 | 5
O=C(COc1ccc(F)cc1)N(Cc1cccc(Br)c1)C1CCS(=O)(=O)C1 (stereo not given) | 2 | 3 | 7 | -3 | 1 | -4 | 0.0 | 6 | -5 | -10
Cc1ccc(S(=O)(=O)CCNC(=O)Cc2ccccc2)cc1 | 1 | 0 | -1 | -1 | 0 | -1 | 0.0 | -3 | 5 | 1
CCCCOCC1CN(CCCC)S(=O)(=O)c2c(NCc3cc(OC)c(OC)c(OC)c3)cccc2O1 (stereo not given) | -11 | -1 | -7 | 5 | 7 | 0 | 0.1 | 4 | -2 | -16
CCCCc1c(-c2ccccc2OC)ncn1Cc1ccc(F)c(F)c1 | 3 | 0 | 5 | 4 | 8 | 0 | 0.5 | 6 | -2 | -9
CCCNC(=O)C1(C)CCN(C(=O)c2ccc(C)c(F)c2)C1 (stereo not given) | -4 | 2 | 15 | 7 | -5 | 0 | -0.4 | 0 | 12* | 6
CC/C(C)=N/NC(=O)c1[nH]c2ccc(C)cc2c1-c1ccccc1 | 9 | -24 | 12 | -8 | -6 | 0 | -3.7 | -1 | -48 | 0
CC(=O)N/C(=C/c1ccc(OS(=O)(=O)c2ccc(C)cc2)cc1)C(=O)Nc1ccc(C(=O)O)cc1 | 11 | 4 | 6 | -8 | -4 | -1 | 0.8 | 1 | -2 | -9
Cc1ccc(CN2CCC(CNC(=O)Nc3ccccc3F)CC2)cc1 | -13 | 1 | 2 | -5 | 4 | -2 | 0.1 | 0 | -3 | -10
COc1ccccc1C(=O)N/C(=C\c1ccc(Br)cc1)C(=O)NCCC(=O)O | -2 | -5 | -12 | 4 | 2 | -1 | -0.4 | 5 | -6 | -3
CC1=C(C(=O)OCc2ccccc2)C(c2ccccc2OS(=O)(=O)c2ccc([N+](=O)[O-])cc2)NC(=O)N1CCCC(=O)O (stereo not given) | 7 | -1 | -4 | -9 | 3 | -1 | 0.3 | -5 | 2 | 3
COCCNc1cc(C)nc2cc(-c3ccc(C)cc3)nn12 | 0 | -102 | 10 | 1 | 2 | -3 | -2.7 | 2 | -132 | -6
C/C(=N/Nc1ccc(C)cc1)C1(C)N(O)C(C)(C)C(c2ccco2)=[N+]1[O-] (stereo not given) | -11 | -5 | 4 | 8 | 5 | 1 | 0.8 | 3 | -7 | 2
CCNc1ccc(C(=O)OCC(=O)N(Cc2ccccc2)C(C)(C)C)cc1[N+](=O)[O-] | 5 | -2 | -1 | -4 | -8 | -3 | -0.1 | 8 | 1 | -4
CCOc1ccc(C2C(C(=O)c3ccc(C)o3)=C(O)C(=O)N2CCCN(CC)CC)cc1 (stereo not given) | 11 | -5 | 1 | -2 | -4 | 15 | -1.0 | -2 | -13 | -7
O=C(O)c1sc2cc(C(F)(F)F)cnc2c1-c1ccccc1 | 25* | -5 | 12 | 5 | -6 | 0 | -0.6 | -2 | -3 | 2
Cc1cccc(OCCCCCN2CCOCC2)c1C | -12 | 1 | 5 | -1 | 2 | 2 | 0.2 | -5 | -3 | -2
Oc1ccccc1CN1CCCN(Cc2ccccc2O)C1 | 7 | 0 | 6 | 2 | 5 | 0 | 0.3 | -3 | -3 | -1
CC(C)(C)c1ccc(C(=O)Nn2cnnc2)cc1 | -1 | 2 | -9 | 4 | 4 | -2 | 0.2 | 3 | -3 | 1
CC(Oc1ccc(F)cc1)C(=O)Nc1ccccc1C(=O)N1CCCCC1 (stereo not given) | 6 | 0 | -4 | -1 | -1 | 6 | -0.6 | -6 | 1 | 4
COc1ccc(CN2CCN(c3ccccc3OC)CC2)cc1OC | 12 | -1 | -10 | 0 | -2 | 1 | -0.6 | -5 | -5 | 6
COCCNC(=O)C1CCCN(c2ncccn2)C1 (stereo not given) | -6 | -5 | 4 | -1 | 0 | 6 | -0.5 | -6 | -11 | 4
C=CCOc1c(CNn2cn[nH]c2=S)cccc1OC | 4 | 6 | -7 | -3 | 1 | -3 | 1.0 | -1 | 3 | 10
Cc1cc(=O)oc2cc(OCC(=O)OCC(=O)Nc3ccccc3F)ccc12 | -6 | -48 | -7 | 5 | 0 | -3 | 4.2 | -1 | -54 | -3
CC(OP(=O)(O)C(NC(=O)[C@H](Cc1ccc(O)cc1)NC(=O)OC(C)(C)C)C(C)C)C(=O)O (stereo not given in full) | nt | 1 | nt | -3 | 4 | -1 | nt | 2 | 0 | 10
O=C(CN(Cc1ccc(Cl)cc1)C(=O)CNS(=O)(=O)c1ccc(F)cc1)NCC1CCCO1 (stereo not given) | 11 | 3 | 9 | -4 | 0 | 0 | 0.2 | 4 | -1 | 1
